Compound activity from PubChem BioAssay.
HTRA1 inhibitor: HTRA1 serine protease inhibitors, primary screen, biochemical, fluorescence polarization, HTS; inhibition, % at 5.96 µM; Q92743; actives 0.5% (n = 340,000); recombinant HTRA1, FP-rhodamine activity-based probe; in the data active = inhibition above about 36%;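 note: 0% = enzyme with DMSO and 100% = wells lacking enzyme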
ABHD4 inh: ABHD4 inhibitors, primary screen, biochemical, fluorescence polarization, mouse; actives 0.54% (n = 370,000); (Lyso)-N-acylphosphatidylethanolamine lipase (Mus musculus), Q8VD66; inhibition, % at 8.92 µM; purified mABHD4, FP-Rh probe fluorescence polarization; AID 720543, 2013;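 active = inhibition exceeding the mean over every tested compound plus 3 SD, cut at about 30% in these data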;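 note: 0% = plate median of compound wells and 100% = S159A mutant with DMSO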
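Assay system: wild-type mouse ABHD4 protein; compound: single nominal dose of 8.92 µM, 0.89% DMSO final; schedule: 45 min + 60 min at 25 °C; measured by: FP readout, ex 525 nm / em 598 nm; evaluation: % inhibition of FP-Rh probe binding versus controls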
rCAG RNA binder: binders of r(CAG) RNA repeats, primary screen, biochemical, fluorescence. inhibition, % at 3 µM. AID 651821, 2012. actives 1.3% (n = 370,000). r(CAG) RNA repeat, TO-PRO-1 dye displacement fluorescence;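 active = inhibition above the plate cutoff, the mean of all test compounds on that plate plus 3 SD, cut at about 35% in these data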;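 note: 0% = DMSO alone and 100% = 100 µM mitoxantrone as full dye displacement; higher means more dye released from RNA so lower well fluorescence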
SIAE inh: human SIAE inhibitors, primary screen, biochemical, fluorescence polarization, FP-Rh probe, 1536-well HTS. Sialate O-acetylesterase (Homo sapiens), Q9HAT2. SIAE FP-Rh probe binding. inhibition, % at 9.66 µM. actives 0.69% (n = 370,000);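 active = inhibition above a cutoff: mean of compounds within the control limits plus 3 SD of those, cut at about 17% in these data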;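 note: 0% = plate median of compound wells and 100% = probe without SIAE protein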
PRMT1 inh: PRMT1 methyltransferase inhibitors, primary screen, biochemical, fluorescence polarization | Protein arginine N-methyltransferase 1 (Homo sapiens), Q99873 | recombinant PRMT1, activity-based probe fluorescence polarization | inhibition, % at 2.79 µM | actives 1.3% (n = 370,000) | AID 652257, 2013;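 active = inhibition above about 21% made by adding two undisclosed values, limit read from the data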
TCR CD3 inh: inhibitors of human TCR-CD3 interaction, primary screen, biochemical, fluorescence, TAMRA-labeled TCR probe. actives 0.37% (n = 360,000). T-cell receptor (TCR). inhibition, % at 9.4 µM; in the data active = inhibition above about 19%;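 note: recombinant mutant TCR 2C K166C tagged with TAMRA read by polarization; 0% = receptor in buffer alone and 100% = receptor with positive control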
UHRF1 binding: UHRF1 methylated DNA binding inhibitors, primary screen, counter-screen for MBD2 inhibitor project, biochemical, TR-FRET, human UHRF1, single concentration; E3 ubiquitin-protein ligase UHRF1 (Homo sapiens), Q96T88; UHRF1 binding to methylated oligo; inhibition, % at 4.4 µM; actives 0.75% (n = 370,000); in the data active = inhibition above about 21%;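 note: UHRF1 SRA domain binding a hemimethylated CpG hairpin DNA probe; 0% = median of test compound wells and 100% = reference inhibitor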
Target sequence (Q96T88 whole entry, looked up, the tested form may be a part): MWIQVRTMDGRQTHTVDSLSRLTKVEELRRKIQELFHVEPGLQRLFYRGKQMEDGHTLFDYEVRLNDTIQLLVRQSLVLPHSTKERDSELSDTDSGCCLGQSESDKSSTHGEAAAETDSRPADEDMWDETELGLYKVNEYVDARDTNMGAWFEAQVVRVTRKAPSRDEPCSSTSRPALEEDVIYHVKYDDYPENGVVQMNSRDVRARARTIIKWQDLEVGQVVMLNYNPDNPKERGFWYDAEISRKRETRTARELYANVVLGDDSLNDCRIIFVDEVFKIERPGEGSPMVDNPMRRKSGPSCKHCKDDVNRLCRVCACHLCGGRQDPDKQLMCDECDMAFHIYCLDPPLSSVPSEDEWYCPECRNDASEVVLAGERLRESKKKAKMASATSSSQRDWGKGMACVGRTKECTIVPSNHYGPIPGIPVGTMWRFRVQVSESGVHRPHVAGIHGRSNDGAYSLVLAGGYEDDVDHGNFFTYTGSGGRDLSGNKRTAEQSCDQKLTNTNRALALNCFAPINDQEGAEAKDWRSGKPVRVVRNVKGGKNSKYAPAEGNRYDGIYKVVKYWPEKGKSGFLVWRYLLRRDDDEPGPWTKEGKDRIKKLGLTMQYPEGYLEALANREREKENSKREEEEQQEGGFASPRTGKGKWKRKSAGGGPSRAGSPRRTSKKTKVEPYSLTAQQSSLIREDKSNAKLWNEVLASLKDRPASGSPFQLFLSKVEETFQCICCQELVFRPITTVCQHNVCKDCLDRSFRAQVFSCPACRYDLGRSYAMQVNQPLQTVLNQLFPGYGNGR
GC-B act: human GC-B receptor activators, primary screen, HEK293 GC-B cells, cGMP TR-FRET, EC30 CNP. 0% at EC30 CNP, 100% saturating CNP. actives 0.11% (n = 370,000). activation, % at 10 µM. Atrial natriuretic peptide receptor 2 (Homo sapiens), P20594;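 active = activation at 10 µM reaching about 35% in either raw or pattern-adjusted values, limit read from the data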
GC-A act: GC-A stimulated cGMP production enhancers – HEK293 GC-A cells, cGMP TR-FRET, EC30 ANP, primary screen; 0% at EC30 ANP, 100% saturating ANP; activation, % at 10 µM; actives 0.14% (n = 370,000); AID 1671463, 2021; in the data active = activation above about 40%
MBD2 inh: inhibitors of MBD2 binding to methylated DNA, primary screen, biochemical, TR-FRET, DNA-binding domain, human. Methyl-CpG-binding domain protein 2 (Homo sapiens), Q9UBB5. actives 0.31% (n = 370,000). MBD2 binding to methylated oligonucleotide. inhibition, % at 4.4 µM; in the data active = inhibition above about 13%
The depositor's hits bear a star; . = not tested or not shown. The list is partial. The share of hits here may be higher or lower than overall.

mol	rCAG RNA binder	GC-A act	TCR CD3 inh	GC-B act	MBD2 inh	SIAE inh	ABHD4 inh	UHRF1 binding	PRMT1 inh	HTRA1 inhibitor
CCc1sc(C(=O)Nc2ccccc2N2CCOCC2)cc1C	-9	0	4	2	2	2	-4	0	0	-6
Cc1ccccc1NC(=O)COC(=O)c1c(C)nn(-c2ccccc2)c1C	2	1	2	-11	-3	0	2	0	-1	-1
CSc1nc(-c2ccc(C)cc2)nc(N)c1C#N	6	0	-8	-4	1	2	-9	-4	-2	-3
COc1ccc(C2CC(=O)C(c3ccccc3)=CN2Cc2ccccc2)cc1 (stereo not given)	5	-3	-5	1	-2	1	-9	4	-3	.
O=CNCCCc1nc2ccccc2n1Cc1cccc2ccccc12	-3	17	-5	-2	0	-4	1	0	2	-8
Cc1cc(NC(=O)NC(=O)c2ccccc2NC(=O)CN)ccc1Oc1ncc(Br)cn1	6	0	-3	-1	1	-3	3	2	3	3
Clc1ccc(-n2c(SCc3nc4ccccc4[nH]3)nnc2-c2ccncc2)cc1	-3	-22	-3	-14	0	1	4	3	2	-2
CC(=O)Nc1ccc(C(=O)OCCc2ccccc2)cc1	-4	-1	-10	0	1	0	-4	3	-3	-1
NS(=O)(=O)c1ccc(NC(=O)CSc2nc3ccccc3n2-c2ccccc2)cc1	13	-2	-1	-6	4	-7	-28	9	1	-10
CC1CCN(C(=O)CCCOc2ccc(Cl)cc2)CC1	-12	-1	5	5	2	-1	-6	-1	-5	-4
Cc1ccc(/C=C/C(=O)Nc2sc3c(c2C#N)CCCC3)o1	10	2	5	-5	2	-8	2	0	1	-2
CCC(C)NCCCCOc1ccc(Cl)cc1C (stereo not given)	7	0	4	1	1	-2	8	5	-2	-3
O=C(Nc1ccon1)Nc1ccccc1C(F)(F)F	0	0	8	5	0	3	4	0	-1	5
CCOC(=O)c1c(C)nc2sc3c(c2c1-c1ccc(OC)cc1)NC(c1ccc(OC)cc1)NC3=O (stereo not given)	4	22	4	17	-3	4	5	4	4	-1
CCCCn1c(N)c(N(CC)C(=O)c2ccc(Cl)c([N+](=O)[O-])c2)c(=O)[nH]c1=O	0	6	0	-1	-2	-6	2	0	3	14
CCOc1c(C)cc(S(=O)(=O)NCc2ccccn2)c(C)c1C	3	1	9	-1	-9	-2	5	-3	1	1
NC(=S)c1c(Cl)cc(C(F)(F)F)cc1Cl	-1	1	-12	-3	5	-9	-4	8	-2	5
Cn1c(=O)n(C)c2cc(S(=O)(=O)N3CCN(c4ccccc4)CC3)ccc21	-3	-1	0	-2	2	3	0	0	1	-3
CC1CCCC(NC(=O)CCS(=O)(=O)c2cc3c(cc2Cl)NC(=O)CO3)C1C (stereo not given)	0	-1	-5	3	0	1	7	1	1	-1
NS(=O)(=O)c1ccc(N/N=C/c2ccc[nH]2)c([N+](=O)[O-])c1	9	-14	8	2	-15	6	16	-14	3	20

mol	rCAG RNA binder	GC-A act	TCR CD3 inh	GC-B act	MBD2 inh	SIAE inh	ABHD4 inh	UHRF1 binding	PRMT1 inh	HTRA1 inhibitor
COc1ccc(NC(=O)N2CCCC2C(=O)NCCc2ccccc2)cc1 (stereo not given)	-4	3	-3	4	4	-1	0	2	-1	4
CCOc1cc(CNc2ccc(OC)cc2)cc(Br)c1OCC(=O)NC(C)(C)C	-5	-1	-3	-5	0	6	7	-3	3	-16
Cc1ccc(C(=O)Oc2cc(N)n(S(=O)(=O)c3ccc(C)cc3)n2)cc1	3	16	6	5	0	3	-1	3	-1	-2
N#Cc1c(-c2ccccc2)ccn(Cc2ccccc2Cl)c1=O	-5	1	0	-5	-1	1	-2	0	-1	-16
COc1ccc(CNC(=O)CN2C(=O)COc3ccc(S(=O)(=O)N4CCC(C)CC4)cc32)cc1	1	-3	-5	-1	-4	2	-2	1	-2	-7
COc1c(C)cccc1C(=O)NC(=S)Nc1ccc2c(c1)Cc1ccccc1-2	1	6	4	-1	-5	0	6	-2	1	5
CC(=O)Nc1ccc(NC(=O)CSc2nnc(-c3ccc(NS(C)(=O)=O)cc3)n2C)cc1C	-2	0	5	-1	-1	-4	1	0	-6	6
Cc1ccc(C2NC(=O)NC3=C2CCc2ccccc23)cc1 (stereo not given)	3	2	1	-4	-7	3	1	-4	2	-2
Cc1[nH]c2ccccc2c1SCC(=O)N1CCCc2ccccc21	1	-4	-8	-6	2	3	-3	1	-2	-6
CCOC(=O)C1CCCN(CCC(=O)Nc2cc(C)ccc2C)C1 (stereo not given)	-6	4	2	1	6	5	2	-1	-2	4
COC(=O)c1cc2ccsc2n1CC(=O)N1CCCc2ccccc21	-3	-11	2	-3	-7	0	-6	-5	-4	-6
CCN1C(=O)[C@H]2[C@H]3CN=C(SCc4ccc(C)cc4)N3[C@@](CC)(C(=O)OC)[C@H]2C1=O	-1	4	7	-1	0	-5	1	0	2	-1
O=C(CN1C(=O)/C(=C/c2cccc(Cl)c2)SC1=S)NC1C=CS(=O)(=O)C1 (stereo not given)	16	-10	-33	-6	2	-3	-10	-4	13	-1
CCn1ncc(Br)c1C(=O)Nc1cccc(C(C)=O)c1	-5	3	3	2	1	8	-3	2	1	4
COc1ccc(NS(=O)(=O)c2cccc(C(=O)NCc3ccccc3CN3CCOCC3)c2)cc1	4	-5	-1	-3	1	-2	-4	2	5	1
O=C(Nc1ccc(Cl)cc1)Nc1nnc(Cc2ccc([N+](=O)[O-])cc2)s1	7	3	-3	4	-2	-3	1	4	1	3
COc1ccc(NS(=O)(=O)c2cc(OC)ccc2NC(=O)c2cc(C)oc2C)cc1	18	1	-1	-5	1	-9	-9	3	8	-37
CC1(C(=O)NS(=O)(=O)c2ccccc2Cl)CCN1C(=O)CCc1cccs1 (stereo not given)	8	0	-2	1	-7	-2	-7	1	-6	.
Cc1ccc(Cn2nnc3c(=O)n(Cc4ccccc4C)cnc32)cc1	2	-1	-2	1	0	2	2	3	6	1
COc1cccc(C2NC(=O)NC(C)=C2C(=O)OCCSC)c1OC (stereo not given)	-3	-2	7	4	-7	6	5	-2	-4	-2

mol	rCAG RNA binder	GC-A act	TCR CD3 inh	GC-B act	MBD2 inh	SIAE inh	ABHD4 inh	UHRF1 binding	PRMT1 inh	HTRA1 inhibitor
Cc1ccc(C(C)C)cc1OCC(=O)Nc1ccc(N2CCCCC2)cc1	-2	0	5	-1	1	-11	-1	1	-5	2
Cc1ccc(S(=O)(=O)n2ccc(=O)[nH]2)cc1	1	2	0	2	0	1	0	-2	4	4
Cc1cc(C)nc(SCC(=O)Oc2ccc3oc(=O)cc(C)c3c2)n1	2	0	-2	-7	-1	-2	1	-1	-2	6
CC1(C)CC(=O)C(C=Nc2ccc(C(=O)c3ccccc3)cc2N=CC2=C(O)CC(C)(C)CC2=O)=C(O)C1	2	20	-8	-11	1	-9	30*	9	77*	41*
COC(=O)[C@@]1(Cc2ccc(F)cc2)[C@H]2c3cc(C(=O)N(C)C)n(Cc4nc5ccccc5[nH]4)c3C[C@H]2CN1C(=O)c1ccccc1	6	-3	-5	2	-5	-17	-16	3	2	.
COc1ccc(CCNC(=O)c2cccnc2SC)cc1	-1	5	4	2	2	-4	-3	-1	6	0
Cc1nn(C)cc1S(=O)(=O)Nc1cccc(Cl)c1	-1	0	-2	-2	0	5	-1	2	1	1
CCC(C)c1ccc(OCC(=O)Nc2ccc(CN3CCOCC3)cc2)cc1 (stereo not given)	-12	19	5	1	1	0	2	0	-2	3
Cc1cc(C(=O)COC(=O)Cc2c(F)cccc2Cl)c(C)n1C	1	-2	1	1	-3	0	-1	-1	-8	1
CC(=O)O[C@H](CC(=O)O)C[N+](C)(C)C	2	2	-1	3	-2	9	-4	1	1	-1
C/C(N)=C(/C#N)C(=O)COc1ncnc2ccccc12	-1	2	-2	0	4	5	5	-1	1	3
CCN(CC(=O)Nc1c(F)cccc1F)C(=O)c1ccc(Sc2nncn2C)c([N+](=O)[O-])c1	-2	2	1	5	-3	0	8	0	-2	-2
CCn1c(=O)n(CC(=O)N2CCN(c3ccc(F)cc3)CC2)c(=O)c2ccccc21	1	0	.	2	-1	0	5	-3	-2	.
Cc1ccc(CNC(=O)CCn2c(=O)oc3ccccc32)cc1	-1	4	8	2	5	0	-3	1	-2	6
CCOc1ccc(C(=O)COC(=O)c2c(-c3ccccc3)noc2C)cc1	4	0	-7	3	3	-4	-28	3	3	-31
Cc1nc(-c2ccccc2)sc1-c1nnc(C2CC2)o1	-5	0	-8	-10	1	-4	-2	3	2	5
Cn1cc(Br)c(C(=O)Nc2nccs2)n1	2	-3	7	0	-1	-2	0	-6	2	9

Structures listed so far that have a furan ring, fused or not:
mol	rCAG RNA binder	GC-A act	TCR CD3 inh	GC-B act	MBD2 inh	SIAE inh	ABHD4 inh	UHRF1 binding	PRMT1 inh	HTRA1 inhibitor
Cc1ccc(/C=C/C(=O)Nc2sc3c(c2C#N)CCCC3)o1	10	2	5	-5	2	-8	2	0	1	-2
COc1ccc(NS(=O)(=O)c2cc(OC)ccc2NC(=O)c2cc(C)oc2C)cc1	18	1	-1	-5	1	-9	-9	3	8	-37
